D1 agonist: agonists of human D1 dopamine receptor | 1% of 360,000 active | activation, % at 2 µM | HEK293 T-REx D1 cells, calcium flux, agonist mode | AID 504660; in the data active = activation above about 30%; note: 0% is about no effect
Target sequence (P21728 whole entry, looked up): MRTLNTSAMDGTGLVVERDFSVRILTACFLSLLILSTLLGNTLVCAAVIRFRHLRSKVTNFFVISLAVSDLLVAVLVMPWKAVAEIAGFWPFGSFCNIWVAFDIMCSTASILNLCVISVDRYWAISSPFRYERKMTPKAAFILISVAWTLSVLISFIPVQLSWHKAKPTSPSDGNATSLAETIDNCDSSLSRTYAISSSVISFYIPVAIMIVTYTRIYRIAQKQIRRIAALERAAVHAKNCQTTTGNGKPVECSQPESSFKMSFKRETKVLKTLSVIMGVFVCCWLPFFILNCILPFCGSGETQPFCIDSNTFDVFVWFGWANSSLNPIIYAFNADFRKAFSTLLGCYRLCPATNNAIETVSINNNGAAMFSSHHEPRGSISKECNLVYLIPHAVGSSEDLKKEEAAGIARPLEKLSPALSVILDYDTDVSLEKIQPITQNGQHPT
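Tetracycline-induced HEK293 TREx D1 cells, force-coupled to calcium signalling, were dye-loaded with a no-wash calcium kit. Compound was pin-added after a 10 s baseline. Fluorescence was read kinetically at 1 cycle/s for 180 s, with calcium rises flagged as agonism.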
D2 potentiator: positively modulates the human D2 dopamine receptor allosterically; P14416; HEK293 T-REx D2, calcium flux, EC20 dopamine potentiation; potentiation, % at 10 µM; 0.34% of 340,000 active;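 active = potentiation over 3 SD above the plate norm, cut at about 30% in these data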; note: 0% is about no effect
Target sequence (P14416 whole entry, looked up): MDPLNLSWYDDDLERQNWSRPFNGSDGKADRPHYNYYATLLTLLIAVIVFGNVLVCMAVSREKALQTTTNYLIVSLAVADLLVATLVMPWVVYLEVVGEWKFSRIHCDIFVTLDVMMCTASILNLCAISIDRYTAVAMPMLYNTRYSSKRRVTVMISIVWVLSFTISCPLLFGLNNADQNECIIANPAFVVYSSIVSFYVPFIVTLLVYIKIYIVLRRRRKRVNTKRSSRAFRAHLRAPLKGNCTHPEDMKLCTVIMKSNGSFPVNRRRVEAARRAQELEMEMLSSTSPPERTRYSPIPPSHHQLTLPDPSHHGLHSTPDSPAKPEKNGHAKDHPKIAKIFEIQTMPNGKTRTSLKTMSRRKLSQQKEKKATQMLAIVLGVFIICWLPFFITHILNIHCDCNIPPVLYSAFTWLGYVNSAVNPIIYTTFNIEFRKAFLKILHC
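Using a no-wash calcium dye in inducible, force-coupled HEK293 Trex cells expressing D2, we tracked fluorescence each second for 180 s after compound, then for 180 s after EC20 dopamine to detect augmented signalling.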
RXFP1 agonist: RXFP1 (human) receptor agonism. Q9HBX9. HEK293T-RXFP1 cAMP TR-FRET, 30 min; response scale: percent of porcine relaxin response, buffer zero. Potency, µM (titrated, usually from 57.5 µM), for the others: top-dose activation, actives largely listed as activators. 0.3% of 370,000 active. AID 2676; note: potency is the fitted concentration of half-maximal effect; % is set by controls: 0 for no effect and ±100 for the full control effect; nearly all actives have a fitted effect of over 60% in size; many of its hits are not listed in these tables
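cAMP rise read by TR-FRET after 30 min, 37C compound exposure (up to 58 uM) in RXFP1-transfected HEK293 cells with Ro 20174 present. EC50 from Hill-equation fits, with 29 nM porcine relaxin as 100% and buffer as basal.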
LDHA inh: LDHA (human) enzyme inhibition | AID 1347041 | activity change, % (values are at about 110 or 230 µM) | purified LDHA, NADH/diaphorase-resazurin fluorescence; active compounds read low | 0.15% of 480,000 active | P00338; in the data active = activity change below about -30%; inconclusive = mostly about -25% to -30%;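 note: plate controls were DMSO wells for no effect and wells without enzyme for full effect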
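Enzyme activity of human lactate dehydrogenase 5 (2 nM; 0.06 mM NADH, 0.2 mM pyruvate, 5 min, RT) is measured via a resazurin/diaphorase fluorescence readout of residual NADH.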
D1 antagonist: antagonists of human D1 dopamine receptor | P21728 | HEK293 TREx D1 cells, calcium flux, dopamine EC80; active compounds read low | activity change, negative = inhibition, % at 10 µM | 3.2% of 360,000 active; in the data active = activity change below about -30%; note: % is set by controls: 0 for no effect and ±100 for the full control effect
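Calcium flux readout: force-coupled, inducible Hek293 Trex D1 line, cells induced overnight at 30 C with tetracycline, dye-loaded 30–90 min at RT. Antagonism scored against EC80 dopamine challenge given 180 s after compound.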
Glioma ERSR ind: ER stress response induction in glioma | Potency, µM, without a hit: top-dose activation, actives largely listed as activators | 0.02% of 420,000 active | U87-MG GRP78 promoter luciferase reporter, 16 h; note: potency is the fitted concentration of half-maximal effect; series mostly up to about 76 µM; % of control where 0% means no effect; nearly all actives have a fitted effect of over 35% in size
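ERSR induction read as luciferase luminescence (Bright-Glo, 10 min at room temperature) in stably transfected human U87-MG glioma cells exposed to compounds for 16 h, using GRP78 as sensor.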
D1 potentiator: enhances dopamine response at the human D1 receptor | 0.036% of 360,000 active | potentiation, % at 10 µM | HEK293 TREx D1 cells, calcium flux, dopamine EC20 potentiation | AID 504651; in the data active = potentiation above about 30%; note: 0% is about no effect
Vif-A3G inh: inhibitors of Vif-APOBEC3G interaction. Q9HC16. HeLa A3G-eYFP + Vif (tagged APOBEC3G with the HIV-1 protein that degrades it), YFP fluorescence, overnight. Potency, µM (top dose mostly 46.1 µM), without a hit: at the highest dose activity, negative = active, most hits filed as inhibitors. 0.076% of 410,000 active;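 note: potency is the fitted concentration of half-maximal effect; % is set by controls: 0 for no effect and ±100 for the full control effect; nearly all actives have a fitted effect of over 60% in size; hits raise eYFP signal because A3G escapes Vif-driven loss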
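HeLa cells stably expressing Vif and C-terminally eYFP-tagged A3G, seeded overnight at 37 deg C, then exposed to compound by pintool overnight at 37 deg C. Rise in yellow fluorescence (Ex 488/Em 500-530, Acumen) marks blocked Vif-driven A3G degradation.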
Vif-A3F inh: inhibitors of Vif-A3F interaction; HeLa A3F-eYFP + Vif (tagged APOBEC3F with the HIV-1 protein that degrades it), YFP fluorescence increase; Potency, µM (top dose mostly 46.1 µM), for the others: at the highest dose activity, negative = active; 0.2% of 390,000 active; AID 602313; note: potency is the fitted concentration of half-maximal effect; % of control where 0% means no effect; nearly all actives have a fitted effect of over 65% in size
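HeLa cells stably expressing A3F-eYFP plus Vif, plated and incubated overnight at 37 deg C, then exposed to compounds overnight at 37 deg C. Blocked degradation read as raised yellow fluorescence (Ex 488/Em 500-530).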
Starred values were filed as active, the others as inactive; ? = inconclusive; · = not tested or not shown. Unless noted, calls come from the whole dose curve; as a rule, active = well fitted curve in the direction sought with a large enough effect; inconclusive = small, poorly fitted or top-dose-only effect, or another doubt; inactive = no such curve, though single readings can be large; an effect the other way counts as inactive or inconclusive.

SMILES | D1 agonist | D2 potentiator | RXFP1 agonist | LDHA inh | D1 antagonist | Glioma ERSR ind | D1 potentiator | Vif-A3G inh | Vif-A3F inh
CC(C)C[C@H](NC(=O)OC(C)(C)C)C(=O)N/N=C/c1ccc2nccnc2c1 | 1 | -10 | -0.3% | -5 | -13 | -1% | -12 | -8% | -9%
COc1ccc(Oc2nc(OC)cc(OC)n2)cc1 | 3 | -1 | -2.0% | -4 | -13 | -6% | -10 | -13% | 1%
O=C(NCCOCC(F)(F)C(F)F)c1cc(F)c(F)cc1Cl | 0 | 6 | -0.3% | 2 | -8 | -1% | 0 | -2% | 0%
Cc1ccc(NS(=O)(=O)c2c(C(=O)N3CCCCCC3)c(C)n(C)c2C)cc1F | 0 | 1 | -2.9% | -3 | -13 | -5% | -5 | 2% | 0%
CCCCNC(=O)c1onc(CSc2ccccc2C)c1C(=O)O | 2 | 7 | -0.1% | -7 | 2 | -5% | -1 | -26% | -4%
O=C(OC[C@@H]1CCCN2CCCC[C@H]12)c1cc2ccccc2oc1=O | 0 | · | 2.8% | -8 | 7 | -1% | -7 | 0% | 2%
O=c1ccc2ccc(Oc3ccc([N+](=O)[O-])cc3Cl)cc2o1 | 1 | -4 | 1.1% | 0 | -14 | -1% | -5 | 0% | 14%
CC(=NCCc1ccccc1)C1=C(O)CSC1=O | 2 | 1 | 2.4% | -1 | -46* | 3% | -4 | -2% | -6%
COc1ccc(C(NCC(=O)NC(C)c2ccc(Cl)cc2)c2ccccc2)cc1 (configuration not stated) | 5 | 4 | 0.5% | -15 | 2 | 0% | -3 | -4% | 0%
O=C1CC(c2ccccc2)CC(=NCCO)/C1=C(\O)CCCN1C(=O)c2ccccc2C1=O (configuration not stated) | 6 | 51* | -3.4% | -12 | 0 | -4% | -3 | 0% | -8%
CC(C)(C)c1ccc(OCCC(=O)OCC(=O)NC2CC2)cc1 | 5 | -1 | 2.0% | -1 | -9 | -11% | -8 | -1% | 1%
O=C(c1cccc(Cl)c1)N1CCN(Cc2ccncc2)CC1 | 1 | 4 | 0.0% | -31* | -6 | -1% | 1 | 2% | -6%
CC(=O)Nc1nc(SCC(=O)NCc2ccc(F)cc2)[nH]c(=O)c1NC(=O)c1cccs1 | 3 | 10 | -1.5% | -8 | 5 | 2% | -4 | 0% | 2%
O=C(O)CSc1nnc(COc2ccc([N+](=O)[O-])cc2)n1-c1ccccc1 | 4 | 10 | -0.8% | -6 | 2 | -3% | 0 | 2% | 9%
COCC(=O)N1CCC(Oc2ccc(C(=O)NCc3cc(C(C)C)no3)cc2)CC1 | 4 | 12 | -1.2% | 1 | -11 | -3% | 6 | 0% | 5%
Cc1ccc2nc(SCC(=O)Nc3nonc3N)[nH]c2c1 | 0 | 1 | 4.6% | -15 | 0 | -4% | -2 | -1% | 0%
C/C(=N\NC(=O)C(O)c1ccccc1)c1ccc(C)s1 (configuration not stated) | · | · | · | 3 | · | 0% | · | 0% | -11%
Nc1c(N(CCO)C(=O)/C=C/c2ccco2)c(=O)[nH]c(=O)n1Cc1ccccc1 | 1 | 2 | -2.8% | 3 | -5 | -5% | -1 | 4% | 0%
Cc1cc(C)cc(OCCSc2nc(-c3ccc(C(C)(C)C)cc3)nc3cc(=O)[nH]n23)c1 | 3 | -7 | 0.3% | 1 | -7 | -4% | 1 | -9% | 0%
O=C(COC(=O)c1ccc[n+]([O-])c1)Nc1ccc([N+](=O)[O-])cc1Cl | · | · | · | -4 | · | -1% | · | -5% | 5%
CC1CN(S(=O)(=O)c2cccc(-c3cn4cccnc4n3)c2)CC(C)O1 (configuration not stated) | 6 | 7 | 8.1% | · | -3 | · | -7 | · | ·
CN(CC(=O)NCCCc1ccccc1)Cc1ccc(Br)cc1 | 1 | -16 | 2.8% | -8 | 6 | 0% | -8 | -1% | 0%
N#C/C(=C/c1ccc(OCc2ccccc2)cc1)C(=O)NC1CCCCC1 | 7 | -2 | ? | -5 | 6 | -4% | -1 | 1% | ·
CC(CNC(=O)c1nnc(Cc2cccc(F)c2)o1)c1ccccc1 (configuration not stated) | -1 | -6 | -1.0% | 0 | 1 | -1% | -3 | 1% | -4%
CCOC(=O)NC1(C(F)(F)F)C(=O)NC(C)=C1C(=O)OC (configuration not stated) | 0 | -14 | -1.5% | -11 | -16 | -1% | 2 | 1% | 3%
Cc1ccc(-c2nnn(CCC(=O)Nc3ccc4c(c3)OCO4)n2)cc1 | 6 | 2 | 0.3% | -2 | -16 | -2% | 3 | 0% | -3%
CC(C)C1Cc2c(sc(NC(=S)NC(=O)c3ccccc3)c2C#N)CO1 (configuration not stated) | 2 | 7 | 0.0% | 3 | 5 | -2% | -1 | 5% | -1%
CCN(CC)S(=O)(=O)c1cc(C(=O)Nc2cccnc2)ccc1Cl | 1 | 3 | -0.1% | 0 | · | -5% | -1 | 1% | -8%
CC1Cc2ccccc2N1C(=O)c1cc2sccc2n1Cc1ccccc1 (configuration not stated) | 2 | 10 | 3.1% | -2 | 8 | -2% | -5 | 5% | -11%
COc1cc(OC)c(C(=O)OCCCOC(=O)c2cc(OC)c(OC)cc2OC)cc1OC | 4 | 11 | -0.3% | 2 | -16 | -6% | -4 | 1% | -8%
CCOc1ccccc1NC(=O)c1nnn(-c2ccc3c(c2)OCCO3)c1N | 6 | 11 | 4.8% | 4 | 10 | 0% | 1 | 1% | 0%
O=C(Nc1cccc([N+](=O)[O-])c1)c1ccc2ccccc2c1O | 23 | -4 | 5.0% | 7 | -33* | -3% | -8 | 6% | 0%
Cc1ccc(Nc2nnc(SC3CCOC3=O)s2)c(C)c1 (configuration not stated) | -1 | 7 | 1.9% | -2 | -8 | 1% | -8 | -2% | -12%
CNC(=O)c1[nH]cnc1C(=O)N[C@@H](C)C(=O)OC(C)(C)C | -5 | -2 | -0.9% | -3 | -5 | -1% | -5 | 3% | 6%
O=C(N/N=C/c1ccc([N+](=O)[O-])o1)c1cc2c(ccc3ccccc32)o1 | 1 | -6 | -0.9% | -4 | 11 | -2% | -2 | ? | 7.9µM*
Cc1ccc(NC(=O)Nc2cn(CC(C)C)c(=O)c3ccccc23)cc1N(C)C | 2 | 3 | -2.5% | -1 | -14 | -3% | -2 | 0% | 2%
CC1CCCCN1C(=O)Cn1ncc2c3ccccc3n(Cc3ccccc3F)c2c1=O (configuration not stated) | 1 | 4 | -0.3% | -5 | -8 | 0% | 2 | 1% | -6%
Cc1ccc(N2CC(C(=O)NCc3ccccn3)CC2=O)cc1 (configuration not stated) | 0 | 4 | 1.1% | 2 | -7 | -1% | 1 | 1% | 2%
CC(C)COc1ccc(CN=C(N)N=C(N)N)cc1Cl | 0 | -7 | 0.6% | -2 | -19 | -4% | -5 | 3% | 0%
CC(C)OCC(O)CN1CCN(C(c2ccccc2)c2ccccc2)CC1 (configuration not stated) | 3 | -8 | 2.6% | 2 | 3 | -2% | 0 | -1% | -4%
C=CCN1C(=O)C(=Cc2ccc3c(c2)CCC3)SC1=S | · | · | · | 6 | · | -2% | · | 4% | -2%
O=[N+]([O-])c1cccc(-c2nc(Oc3ccc(Cl)cc3)c3ccccc3n2)c1 | 2 | -2 | 0.8% | · | 24 | · | 5 | · | ·
Cc1cc(C)c(C)c(S(=O)(=O)N2CCC(C(=O)Nc3ccncc3)CC2)c1C | 10 | 2 | 1.3% | -9 | -5 | -4% | 0 | 0% | 4%
COc1cc(NC(=O)N2CCC3(CC2)Nc2ccccc2-n2cccc23)cc(OC)c1OC | 1 | 5 | 10% | 0 | 0 | -6% | -2 | -9% | -7%
CN(C)S(=O)(=O)c1ccc(C(=O)OCCN=C2NS(=O)(=O)c3ccccc32)cc1 | 2 | 1 | 0.5% | -7 | 4 | -4% | -6 | -1% | -1%
Cc1nc2nc(-c3ccccc3)nn2c(C)c1Cl | · | · | · | -7 | · | 8% | · | 0% | -11%
CN(Cc1cccs1)C(=O)c1cc(S(=O)(=O)N2CCOCC2)ccc1N1CCCC1 | 0 | · | 2.1% | -8 | -31* | -3% | 2 | -11% | 1%

Part of the list above in another layout:
compound	D1 agonist	D2 potentiator	RXFP1 agonist	LDHA inh	D1 antagonist	Glioma ERSR ind	D1 potentiator	Vif-A3G inh	Vif-A3F inh
COc1cc(OC)c(C(=O)OCCCOC(=O)c2cc(OC)c(OC)cc2OC)cc1OC	4	11	-0.3%	2	-16	-6%	-4	1%	-8%
CCOc1ccccc1NC(=O)c1nnn(-c2ccc3c(c2)OCCO3)c1N	6	11	4.8%	4	10	0%	1	1%	0%
O=C(Nc1cccc([N+](=O)[O-])c1)c1ccc2ccccc2c1O	23	-4	5.0%	7	-33*	-3%	-8	6%	0%
Cc1ccc(Nc2nnc(SC3CCOC3=O)s2)c(C)c1 (configuration not stated)	-1	7	1.9%	-2	-8	1%	-8	-2%	-12%
CNC(=O)c1[nH]cnc1C(=O)N[C@@H](C)C(=O)OC(C)(C)C	-5	-2	-0.9%	-3	-5	-1%	-5	3%	6%
O=C(N/N=C/c1ccc([N+](=O)[O-])o1)c1cc2c(ccc3ccccc32)o1	1	-6	-0.9%	-4	11	-2%	-2	?	7.9µM*
Cc1ccc(NC(=O)Nc2cn(CC(C)C)c(=O)c3ccccc23)cc1N(C)C	2	3	-2.5%	-1	-14	-3%	-2	0%	2%
CC1CCCCN1C(=O)Cn1ncc2c3ccccc3n(Cc3ccccc3F)c2c1=O (configuration not stated)	1	4	-0.3%	-5	-8	0%	2	1%	-6%
Cc1ccc(N2CC(C(=O)NCc3ccccn3)CC2=O)cc1 (configuration not stated)	0	4	1.1%	2	-7	-1%	1	1%	2%

Source: PubChem

This is a subset; rates above refer to the full screens.
